D1 ag = activates the human D1 dopamine receptor; P21728; HEK293 T-REx D1 cells, calcium flux, agonist mode; activation, % at 2 µM; 360,000 tested, 1% active; AID 504660; in the data active = activation above about 30%; note: 0% is about no effect
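Agonism was scored from calcium flux recorded over 180 s (1 read/s) after pintool compound addition, following a 10-cycle baseline. Cells were inducible force-coupled HEK293 TREx D1, plated overnight at 30 C and loaded with no-wash calcium dye.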
RXFP1 antag = blocks the human relaxin receptor RXFP1. 350,000 tested, 0.59% active. activity change, negative = inhibition, % at 57.5 µM. HEK293-RXFP1, relaxin-stimulated cAMP HTRF, 30 min; stronger effect = lower value. Q9HBX9. AID 1259400;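 active = activity change of -60% or lower, but not beyond a set lower limit; inconclusive = change between -60% and -40%, or beyond the set limit; inactive = change above -40%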; note: % is set by controls: 0 for no effect and ±100 for the full control effect
Target sequence (Q9HBX9 whole entry, looked up): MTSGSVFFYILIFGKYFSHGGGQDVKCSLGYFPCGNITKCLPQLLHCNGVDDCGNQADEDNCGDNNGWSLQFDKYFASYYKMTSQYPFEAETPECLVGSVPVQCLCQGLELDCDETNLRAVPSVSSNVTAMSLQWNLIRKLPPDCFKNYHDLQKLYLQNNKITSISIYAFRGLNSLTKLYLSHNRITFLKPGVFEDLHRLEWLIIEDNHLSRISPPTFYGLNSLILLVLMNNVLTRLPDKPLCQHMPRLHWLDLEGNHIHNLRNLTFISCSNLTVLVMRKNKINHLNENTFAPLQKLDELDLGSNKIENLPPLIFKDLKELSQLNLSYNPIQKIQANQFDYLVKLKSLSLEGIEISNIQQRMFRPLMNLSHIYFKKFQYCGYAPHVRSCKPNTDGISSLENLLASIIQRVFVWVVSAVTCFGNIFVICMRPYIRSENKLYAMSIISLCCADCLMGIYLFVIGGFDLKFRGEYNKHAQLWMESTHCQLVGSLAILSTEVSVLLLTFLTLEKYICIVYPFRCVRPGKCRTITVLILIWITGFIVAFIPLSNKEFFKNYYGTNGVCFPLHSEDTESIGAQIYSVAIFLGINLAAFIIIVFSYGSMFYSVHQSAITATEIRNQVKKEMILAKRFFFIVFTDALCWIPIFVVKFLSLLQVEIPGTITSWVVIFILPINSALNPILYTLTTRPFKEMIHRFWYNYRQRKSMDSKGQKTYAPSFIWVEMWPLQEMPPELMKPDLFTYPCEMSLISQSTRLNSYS
D1 PAM = human D1 dopamine receptor positive modulation. potentiation, % at 10 µM. HEK293 TREx D1 cells, calcium flux, dopamine EC20 potentiation. AID 504651. P21728. 360,000 tested, 0.036% active; in the data active = potentiation above about 30%; note: 0% is about no effect
D2 ag = activates the human D2 dopamine receptor; P14416; HEK293 T-REx D2 cells, calcium flux agonist mode; activation, % at 2 µM; 340,000 tested, 0.53% active; AID 485358;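 active = activation over 3 SD above normal in the single-dose calcium agonist read, cut at about 30% in these data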; note: 0% is about no effect
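Tetracycline-induced HEK293 Trex cells with D2 receptor force-coupled to calcium signaling, plated overnight at 30 C and loaded with no-wash calcium dye. Calcium flux read kinetically for 180 s after compound addition; responses flag agonists.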
TRHR enhancer = TRH receptor (human) allosteric enhancement | TRHR cells, fluo-8 calcium fluorescence, EC20 TRH enhancement | 360,000 tested, 0.66% active | P34981 | enhancement, % at 2 µM; in the data active = enhancement above about 30%; note: 0% is about no effect
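Enhancer read-out: after compound pinning and an initial kinetic agonist-mode read, an EC20 of TRH (10 nM final) was injected and fluo-8 calcium signal (Ex 480/Em 530) followed at 1 s/cycle for 100 cycles in TRHR-expressing cells.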
D1 antagonist = antagonists of human D1 dopamine receptor; HEK293 TREx D1 cells, calcium flux, dopamine EC80; stronger effect = lower value; activity change, negative = inhibition, % at 10 µM; 360,000 tested, 3.2% active; AID 504652; in the data active = activity change below about -30%; note: % is set by controls: 0 for no effect and ±100 for the full control effect
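Allosteric or orthosteric antagonism assessed as attenuation of the calcium response to EC80 dopamine, added 180 s after compound, in induced HEK293 Trex D1 cells loaded with no-wash calcium dye.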
RXFP1 ag = agonists of human relaxin receptor RXFP1; Potency, µM (series often up to 57.5 µM), for the others: at the highest dose activation, hits mostly activators; HEK293T-RXFP1 cAMP TR-FRET, 30 min; response scale: percent of porcine relaxin response, buffer zero; AID 2676; Q9HBX9; 370,000 tested, 0.3% active; active = well fitted activation curve with a large enough effect; inconclusive = small, poorly fitted or top-dose-only effect; note: potency is the fitted concentration of half-maximal effect; % is set by controls: 0 for no effect and ±100 for the full control effect; nearly all actives have a fitted effect of over 60% in size; many of its hits are not listed in these tables
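HEK293T cells stably expressing RXFP1 were pretreated with the PDE4 inhibitor Ro 20174, exposed to compounds for 30 min at 37C, lysed, and cAMP was read by TR-FRET. Data normalized to buffer (basal) and 29 nM porcine relaxin (100%).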
D2 antagonist = antagonists of human D2 dopamine receptor. HEK293 TREx D2 cells, calcium flux, dopamine EC80. 340,000 tested, 2% active. inhibition, % at 10 µM. P14416; in the data active = inhibition above about 30%; note: 0% is about no effect
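Antagonism is scored as inhibition of an EC80 dopamine-evoked calcium signal in a force-coupled, tetracycline-inducible HEK293 T-REx D2 line, with compound present 180 s before agonist.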
D2 potentiator = D2 dopamine receptor (human) potentiation; P14416; HEK293 T-REx D2, calcium flux, EC20 dopamine potentiation; potentiation, % at 10 µM; 340,000 tested, 0.34% active; AID 485347;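 active = potentiation over 3 SD above the plate norm, cut at about 30% in these data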; note: 0% is about no effect
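Primary screen. Calcium kinetics in induced HEK293 T-REx D2 cells: compound pre-addition 180 s, EC20 dopamine, 180 s more.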
* = called active by the depositor; ? = inconclusive; nt = no result given. An excerpt; rates above refer to the full screens.

cpd	Molecule	D1 ag	RXFP1 antag	D1 PAM	D2 ag	TRHR enhancer	D1 antagonist	RXFP1 ag	D2 antagonist	D2 potentiator
1	COc1ccc(NS(=O)(=O)c2cccc(C(=O)N/N=C/c3ccc(O)cc3)c2)cc1	4	8	2	2.2	10	6	-0.9%	12	11
2	COc1ccc(C(=O)OCC(=O)Nc2c(C)n(C)n(-c3ccccc3)c2=O)cc1OC	0	-1	0	0.0	12	2	-0.1%	4	0
3	CCOC(=O)c1cccc(NC(c2nnc(-c3ccccc3)o2)c2ccccc2F)c1 (stereo not drawn)	1	nt	-2	1.6	-3	27	0.1%	nt	12
4	O=S(=O)(c1ccc(Sc2nnc3ccccn23)nc1)N1CCOCC1	2	9	3	0.2	-1	22	-0.2%	28	-3
5	Oc1ccc(Br)cc1/C=N/Nc1ncc(-c2ccccc2)cn1	2	-27	-11	nt	3	10	4.0%	nt	nt
6	Cc1ccc(S(=O)(=O)c2nc(S(C)(=O)=O)sc2N2CCOCC2)cc1	1	-1	0	0.1	-6	-4	1.3%	-1	0
7	O=C(/C=C/c1cccnc1)c1ccc(F)c(F)c1	2	12	-1	2.1	6	10	-1.8%	7	24
8	CN1C(=O)c2ccccc2Sc2ccc(NC(=O)Cc3ccc(Cl)cc3)cc21	2	-36	3	1.4	3	31	-2.4%	nt	14
9	CCN1C/C(=C\c2cccc(C)c2)c2nc3ccccc3c(C(=O)O)c2C1	3	nt	-1	0.5	1	-19	0.3%	-17	-19
10	Cc1ccc2c(c1)C(SCC(=O)NCCc1ccccc1)CC1(CCCC1)O2 (stereo not drawn)	0	-33	0	0.0	-2	-11	-0.7%	-8	7
11	O=c1cc(Cn2ccnc2)c2cc(O)ccc2o1	4	-5	-2	-0.2	3	0	4.4%	-2	-6
12	COc1ccc(N(Cc2ccccc2)S(=O)(=O)c2cccc(C(=O)Nc3ccccn3)c2)cc1	2	-4	2	0.0	-1	5	0.4%	-7	-2
13	OC(CN1C2=NCCN2c2ccccc21)c1ccc(Br)cc1 (stereo not drawn)	4	14	-8	0.4	3	-18	0.9%	-6	-1
14	Cc1ccccc1NC(=O)CSc1ccc(-c2ccc(-n3cccn3)cc2)nn1	-3	-2	-6	-0.9	-2	18	-0.3%	-14	12
15	CCOC(=O)N1CCN(C(=O)C2COc3ccccc3O2)CC1 (stereo not drawn)	1	4	0	0.0	11	-6	0.0%	4	-5
16	COc1ccc(Nc2oc(COc3ccc(C)cc3)nc2C#N)cc1	1	-5	-4	1.6	-1	-2	4.8%	-10	15
17	O=C(Nc1ccc(C(=O)N2CCN(c3cccc(Cl)c3)CC2)cc1)c1nsc2ccccc12	3	5	-2	0.8	-3	-5	3.5%	nt	-7
18	O=C(CNC(=O)c1ccc(Br)o1)OCc1ccc(Br)cc1	2	4	-5	-3.8	-4	19	1.6%	16	11
19	Cc1ccc2c(CC(=O)Nc3ccc(S(=O)(=O)N4CCCCC4C)cc3)coc2c1C (stereo not drawn)	2	-7	5	1.3	1	-3	-0.8%	nt	nt
20	Cc1cc(C(=O)NCCC(C)C)c2ccccc2n1	1	-8	-1	0.7	3	1	-2.0%	11	19

Whole records as entered above. Order of values: D1 ag | RXFP1 antag | D1 PAM | D2 ag | TRHR enhancer | D1 antagonist | RXFP1 ag | D2 antagonist | D2 potentiator
Entry for O=C(CNC(=O)c1ccc(Br)o1)OCc1ccc(Br)cc1 : 2 | 4 | -5 | -3.8 | -4 | 19 | 1.6% | 16 | 11
Entry for Cc1ccccc1NC(=O)CSc1ccc(-c2ccc(-n3cccn3)cc2)nn1 : -3 | -2 | -6 | -0.9 | -2 | 18 | -0.3% | -14 | 12

Next section:
cpd	Molecule	D1 ag	RXFP1 antag	D1 PAM	D2 ag	TRHR enhancer	D1 antagonist	RXFP1 ag	D2 antagonist	D2 potentiator
21	O=C(O)CN1C(=O)/C(=C/c2ccc(SCc3ccccc3)o2)SC1=S	16	-4	-8	5.7	-5	-3	0.3%	3	2
22	CCOc1ccccc1OCC(=O)Nc1ccc(S(=O)(=O)Nc2nc(C)cc(C)n2)cc1	1	-7	-4	-0.1	5	7	2.8%	1	7
23	CCOc1ccc(NC(=O)c2c(NC(=O)c3cccc(C)c3)sc3c2CCC3)cc1	-2	-12	-1	nt	-2	6	6.8%	nt	1
24	CCCc1nnc(SCC(=O)Nc2cccc(Cl)c2Cl)o1	0	8	0	0.9	-5	-4	1.6%	0	-12
25	CCC1=NN2C(=N)/C(=C/c3ccc(OS(=O)(=O)c4ccc(C)cc4)c(OC)c3)C(=O)N=C2S1	0	-22	-6	-0.2	-8	6	1.5%	26	-4
26	CCN(CC)S(=O)(=O)c1cc(NC(=O)C(C)N2CCN(c3ccccn3)CC2)ccc1C (stereo not drawn)	-3	-13	-3	35*	-4	1	0.3%	15	-21
27	COc1ccc(C2c3cc(OC)c(OC)cc3CC(=O)N2c2ccc(C)c(F)c2)cc1 (stereo not drawn)	3	-15	1	nt	5	2	1.3%	nt	1
28	Cc1ccc(CNS(=O)(=O)c2cn(C)c(=O)n(C)c2=O)cc1	3	-3	2	0.1	-4	4	0.2%	7	10
29	Cc1ccc(-n2ncc3ccccc3c2=O)cc1Cl	0	-10	-4	0.2	7	-20	-0.1%	8	-21
30	COC(=O)c1cc(S(=O)(=O)N2CCCCC2)c[nH]1	4	11	-8	1.9	-5	9	4.3%	14	-2
31	CCCCN(C)C(=O)Cn1nc(Cc2ccncc2)c2ccccc2c1=O	0	-10	-6	-1.2	1	6	0.2%	-9	-3
32	Cn1cnc(S(=O)(=O)N2CCc3ccccc32)c1	0	10	-5	0.0	-2	5	-0.7%	-5	-1
33	O=C1NC(CCc2ccccc2)C(=O)N1CCOc1cccc(Br)c1 (stereo not drawn)	15	2	-4	-0.8	-1	1	0.7%	-15	nt
34	CCc1ccn2cc(-c3ccc4c(c3)OCO4)nc2c1	0	-11	0	-1.3	-1	8	0.3%	-6	-3
35	Cc1cc(C)nc(-n2nc(C)cc2NC(=O)CN2CCc3ccccc3C2)n1	2	-31	-1	-0.5	-4	25	5.4%	-1	9
36	CCc1cccc(NC(=S)Nc2cccc3ccccc23)c1	5	14	-1	-1.1	5	2	0.8%	-12	3
37	O=C(Cc1ccc([N+](=O)[O-])cc1)N/N=C/c1ccc([N+](=O)[O-])o1	0	6	2	-0.4	0	-3	-0.6%	11	-5
38	Cc1cc(NC(=O)COC(=O)C2CC(=O)N(c3ccccc3Cl)C2)no1 (stereo not drawn)	4	-3	-1	-0.4	21	14	0.1%	3	-3
39	Cc1cs/c(=N\N=C2CCCCC2)n1Cc1ccco1	1	-4	-3	nt	1	-4	1.2%	nt	nt
40	CN(C)c1ccc(NC(=O)c2cn(-c3ccccc3)nc2-c2cccs2)cc1	4	18	-1	-0.1	-7	-4	2.0%	-18	-26

Part of the list above, with two lines to a compound.
The line under a structure holds: D1 ag, RXFP1 antag, D1 PAM, D2 ag, TRHR enhancer, D1 antagonist, RXFP1 ag, D2 antagonist, D2 potentiator
#38 Cc1cc(NC(=O)COC(=O)C2CC(=O)N(c3ccccc3Cl)C2)no1 (stereo not drawn)
  4, -3, -1, -0.4, 21, 14, 0.1%, 3, -3
#37 O=C(Cc1ccc([N+](=O)[O-])cc1)N/N=C/c1ccc([N+](=O)[O-])o1
  0, 6, 2, -0.4, 0, -3, -0.6%, 11, -5
#34 CCc1ccn2cc(-c3ccc4c(c3)OCO4)nc2c1
  0, -11, 0, -1.3, -1, 8, 0.3%, -6, -3
#32 Cn1cnc(S(=O)(=O)N2CCc3ccccc32)c1
  0, 10, -5, 0.0, -2, 5, -0.7%, -5, -1
#39 Cc1cs/c(=N\N=C2CCCCC2)n1Cc1ccco1
  1, -4, -3, nt, 1, -4, 1.2%, nt, nt
#40 CN(C)c1ccc(NC(=O)c2cn(-c3ccccc3)nc2-c2cccs2)cc1
  4, 18, -1, -0.1, -7, -4, 2.0%, -18, -26

Other records follow:
cpd	Molecule	D1 ag	RXFP1 antag	D1 PAM	D2 ag	TRHR enhancer	D1 antagonist	RXFP1 ag	D2 antagonist	D2 potentiator
41	Cc1cc(NS(=O)(=O)c2ccc(NC(=O)CSc3nc4ncc(Cl)cc4[nH]3)cc2)nc(C)n1	1	-2	-3	0.9	-16	47	0.9%	-9	-1
42	Cc1ccccc1OCC(=O)OC1CCN(C)CC1	11	2	-12	0.1	-4	9	1.1%	2	15
43	C[C@@H](NC(=O)CN(c1ccccc1)S(=O)(=O)N(C)C)c1ccccc1	1	nt	-7	-1.2	4	-18	-1.5%	nt	nt
44	N/C(=N\OC(=O)CCc1ccccc1)c1cccc(Br)c1	1	-17	-4	-0.9	-2	10	-0.5%	-9	0
45	CCOC(=O)N/N=C(\C)c1ccc(-n2cnnn2)cc1	1	3	-3	nt	-7	-5	2.2%	nt	nt
46	Cc1ccc(C(C(=O)NCC2CCCO2)N(C(=O)c2snc(C(N)=O)c2N)c2ccccc2)o1 (stereo not drawn)	-3	?	-2	0.8	0	18	-3.7%	-8	-6
47	Cc1cc(Cl)c2oc(C(=O)NCCN3CCOC3=O)c(C)c2c1	1	-9	1	-0.3	7	2	-0.2%	7	-8
48	CCOc1ccc(C(=O)O/N=C(\N)c2ccccn2)cc1OCC	2	-7	4	0.4	2	3	-0.4%	23	12
49	CC(C)(C)C(=O)Nc1cccc(C(=O)c2cccc(NC(=O)C(C)(C)C)c2)c1	0	-17	-8	-2.1	1	-6	2.3%	-18	-7
50	COc1ccc(N2CCN(C(=O)c3ccc(COc4ccc5c(C)cc(=O)oc5c4)cc3)CC2)cc1	0	3	-4	-0.6	-3	-6	2.7%	6	9
51	Cc1ccn2cc(-c3cccc(S(=O)(=O)N4CC(C)OC(C)C4)c3)nc2c1 (stereo not drawn)	-1	0	-5	0.5	-11	-1	2.5%	8	2

Arranged by number of heavy atoms (low to high): 4 of the compounds above.
cpd	Molecule	D1 ag	RXFP1 antag	D1 PAM	D2 ag	TRHR enhancer	D1 antagonist	RXFP1 ag	D2 antagonist	D2 potentiator
42	Cc1ccccc1OCC(=O)OC1CCN(C)CC1	11	2	-12	0.1	-4	9	1.1%	2	15
44	N/C(=N\OC(=O)CCc1ccccc1)c1cccc(Br)c1	1	-17	-4	-0.9	-2	10	-0.5%	-9	0
46	Cc1ccc(C(C(=O)NCC2CCCO2)N(C(=O)c2snc(C(N)=O)c2N)c2ccccc2)o1 (stereo not drawn)	-3	?	-2	0.8	0	18	-3.7%	-8	-6
50	COc1ccc(N2CCN(C(=O)c3ccc(COc4ccc5c(C)cc(=O)oc5c4)cc3)CC2)cc1	0	3	-4	-0.6	-3	-6	2.7%	6	9
